# Screening data (PubChem)
# D1 agonist: human D1 receptor agonism. P21728. HEK293 T-REx D1 cells, calcium flux, agonist mode. activation, % at 2 µM. 360,000 tested, 1% active. AID 504660; in the data active = activation above about 30%; note: 0% is about no effect
#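 Inducible HEK293 T-REx D1 cells, force-coupled to calcium signalling, were plated at 4000 cells/well with tetracycline and held overnight at 30 C. After no-wash calcium dye loading, compound-evoked calcium rise over 180 s flagged agonists.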
# RXFP1 antag: blocks the human relaxin receptor RXFP1; AID 1259400; 350,000 tested, 0.59% active; activity change, negative = inhibition, % at 57.5 µM; HEK293-RXFP1, relaxin-stimulated cAMP HTRF, 30 min; hits give low values; Q9HBX9;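 active = activity change of -60% or lower, but not beyond a set lower limit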; note: % is set by controls: 0 for no effect and ±100 for the full control effect
# TRHR enhancer: allosterically enhances the human TRH receptor; 360,000 tested, 0.66% active; AID 493056; enhancement, % at 2 µM; P34981; TRHR cells, fluo-8 calcium fluorescence, EC20 TRH enhancement; in the data active = enhancement above about 30%; note: 0% is about no effect
# Target sequence (P34981 whole entry, looked up): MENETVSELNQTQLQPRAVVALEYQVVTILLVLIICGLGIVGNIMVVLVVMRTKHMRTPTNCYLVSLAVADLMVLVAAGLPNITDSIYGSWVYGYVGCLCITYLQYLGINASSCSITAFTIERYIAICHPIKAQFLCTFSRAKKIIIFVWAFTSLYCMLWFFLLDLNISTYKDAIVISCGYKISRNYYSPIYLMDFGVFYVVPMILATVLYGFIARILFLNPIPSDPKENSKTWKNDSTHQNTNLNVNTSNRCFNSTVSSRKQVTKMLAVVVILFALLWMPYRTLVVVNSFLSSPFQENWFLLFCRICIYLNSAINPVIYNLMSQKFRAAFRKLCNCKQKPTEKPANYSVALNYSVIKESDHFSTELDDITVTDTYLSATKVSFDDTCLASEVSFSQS
#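 TRHR-expressing cells loaded with fluo-8 calcium dye were read kinetically (ex 480/em 530) during compound addition, then stimulated with an EC20 of TRH (10 nM final). Enhancement of the Gq-mediated intracellular calcium response was scored.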
# D1 antag: antagonists of human D1 dopamine receptor. P21728. HEK293 TREx D1 cells, calcium flux, dopamine EC80; hits give low values. activity change, negative = inhibition, % at 10 µM. 360,000 tested, 3.2% active. AID 504652; in the data active = activity change below about -30%; note: % is set by controls: 0 for no effect and ±100 for the full control effect
#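 Kinetic fluorescence of a calcium dye serves as the read-out. D1-expressing Hek293 Trex cells, induced overnight at 30 C, are exposed to compound for 180 s before an EC80 dopamine addition, then read 180 s further.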
# RXFP1 ag: RXFP1 (human) receptor agonism | 370,000 tested, 0.3% active | Potency, µM (titrated, usually from 57.5 µM), for the others: at the top dose activation, usual class: activators | HEK293T-RXFP1 cAMP TR-FRET, 30 min; response scale: percent of porcine relaxin response, buffer zero | AID 2676 | Q9HBX9; active = well fitted activation curve with a large enough effect; note: potency is the fitted concentration of half-maximal effect; % is set by controls: 0 for no effect and ±100 for the full control effect; nearly all actives have a fitted effect of over 60% in size; many of its hits are not listed in these tables
#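 HEK293 cells stably expressing RXFP1, treated 30 min at 37C with compounds plus PDE4 inhibitor Ro 20174; cAMP measured by HTRF TR-FRET. Normalized to buffer and 29 nM porcine relaxin; EC50 by Hill fit.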
# D1 potentiator: potentiators of human D1 dopamine receptor | P21728 | AID 504651 | potentiation, % at 10 µM | HEK293 TREx D1 cells, calcium flux, dopamine EC20 potentiation | 360,000 tested, 0.036% active; in the data active = potentiation above about 30%; note: 0% is about no effect
# D2 agonist: D2 dopamine receptor (human) agonism. activation, % at 2 µM. P14416. 340,000 tested, 0.53% active. HEK293 T-REx D2 cells, calcium flux agonist mode. AID 485358;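 active = activation over 3 SD above normal in the single-dose calcium agonist read, cut at about 30% in these data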; note: 0% is about no effect
# Target sequence (P14416 whole entry, looked up): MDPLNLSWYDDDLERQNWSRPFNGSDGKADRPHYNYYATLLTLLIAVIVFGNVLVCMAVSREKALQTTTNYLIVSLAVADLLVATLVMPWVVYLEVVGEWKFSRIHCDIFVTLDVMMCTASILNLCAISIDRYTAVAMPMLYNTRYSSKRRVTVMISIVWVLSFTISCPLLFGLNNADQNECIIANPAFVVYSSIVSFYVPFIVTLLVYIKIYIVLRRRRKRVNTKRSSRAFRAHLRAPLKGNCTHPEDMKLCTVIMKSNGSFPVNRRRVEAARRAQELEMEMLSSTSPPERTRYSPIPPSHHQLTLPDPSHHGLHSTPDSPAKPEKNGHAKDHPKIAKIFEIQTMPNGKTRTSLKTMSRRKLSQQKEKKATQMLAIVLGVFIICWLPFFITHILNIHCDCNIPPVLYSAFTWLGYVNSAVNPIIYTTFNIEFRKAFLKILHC
#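 Agonism scored from kinetic calcium signal (1 read/sec, 180 s) following compound pin transfer, after a 10 s baseline. Cells: HEK293 Trex line expressing inducible D2 receptor coupled to calcium, dye-loaded after overnight culture at 30 C.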
# D2 antagonist: antagonizes the human D2 dopamine receptor; P14416; AID 485344; inhibition, % at 10 µM; HEK293 TREx D2 cells, calcium flux, dopamine EC80; 340,000 tested, 2% active; in the data active = inhibition above about 30%; note: 0% is about no effect
#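 Measurement of antagonist activity uses fluorescent calcium dye in inducible HEK293 T-REx D2 cells: 10 s baseline, compound addition with 180 s read, EC80 dopamine addition with a further 180 s read.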
# D2 PAM: D2 dopamine receptor (human) potentiation; 340,000 tested, 0.34% active; AID 485347; potentiation, % at 10 µM; HEK293 T-REx D2, calcium flux, EC20 dopamine potentiation;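 active = potentiation over 3 SD above the plate norm, cut at about 30% in these data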; note: 0% is about no effect
#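 Potentiation of an EC20 dopamine calcium response measured kinetically over 180 s, after a preceding 180 s compound-only read flagging agonists. Cells: inducible Hek293 Trex D2 line, 4000/well, cultured overnight at 30 C before dye loading.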
# * marks the source's active call; other numbers are inactive results; nt = no result given; & = joins results of further samples. A portion of the library (hit frequency here may not be typical).
SMILES,D1 agonist,RXFP1 antag,TRHR enhancer,D1 antag,RXFP1 ag,D1 potentiator,D2 agonist,D2 antagonist,D2 PAM
CC(NC(=O)Cc1ccccc1)c1ccc(F)cc1 (configuration not stated),3,-5,-2,-14,0.4%,3,-0.3,1,-4
Cc1cccc(OCC(=O)Nc2ccc(N3CCN(S(C)(=O)=O)CC3)cc2)c1C,6,2,-5,-20,1.5%,-3,-0.1,-13,-1
Cc1ccccc1-n1c(=O)cc(N2CCN(C(=O)c3ccco3)CC2)[nH]c1=O,2,10,-3,3,-0.6%,1,0.8,1,5
CCc1c(C)sc(NC(=S)N2CC(C)OC(C)C2)c1C(=O)OC (configuration not stated),3,-11,-16,11,5.4%,-5,0.0,-4,-1
COc1ccc(Oc2c(C)nc(SCC(=O)c3ccc(Cl)cc3)[nH]c2=O)cc1,0,-11,-9,-16,1.8%,-9,-0.5,2,0
Cc1c(C(=O)N/N=C/c2cccnc2)sc(N)c1C#N,3,17,21,6,0.4%,-9,nt,nt,9
CCC1CN(C(=O)N2CCC(C(=O)NCCc3ccc(OC)c(OC)c3)CC2)c2ccccc2O1 (configuration not stated),4&1,-8&-3,-1&8,-1&-25,0.8%&1.7%,1&2,-0.4&-0.6,-11,-9&-3
CCOc1ccc(NC(=O)CN(C)C(=O)c2ccccc2SCC(=O)N2CCCC2)cc1OCC,1,-3,26,20,-0.3%,-8,0.5,8,26
COc1ccc(C(=O)O/N=C(\N)c2ccc(OC)c(OC)c2)c(OC)c1,0,-4,-19,5,-0.1%,0,-0.4,-6,2
Cc1c(C)c2c(C)nn(-c3ccccc3)c2[nH]c1=O,4,9,0,11,0.5%,-2,-0.2,-9,-2
CC(C)C(NC(=O)c1ccc(Cl)cc1Cl)C(=O)NCCc1ccccn1 (configuration not stated),5,0,7,7,0.0%,-4,nt,nt,1
CCOc1cc(S(=O)(=O)N2CCOCC2)ccc1F,0,-4,4,2,2.8%,-3,-0.3,-3,-3
CCc1nn(C)c2c(=O)c(=O)c2n(C)[nH]1,4,12,-3,7,17%,-2,-0.3,-15,-2
O=C(COc1coc(CN2CCN(c3ccccc3)CC2)cc1=O)N1CCc2ccccc21,1,-3,13,19,-0.7%,-1,-0.5,nt,11
CCCSC1=C(C#N)C(c2ccc(O)c(OC)c2)CC(=O)N1 (configuration not stated),2,nt,-1,-53*,0.1%,nt,-1.1,4,6

# Whole records from above:
# CC(C)C(NC(=O)c1ccc(Cl)cc1Cl)C(=O)NCCc1ccccn1 (configuration not stated) reads D1 agonist = 5; RXFP1 antag = 0; TRHR enhancer = 7; D1 antag = 7; RXFP1 ag = 0.0%; D1 potentiator = -4; D2 agonist = nt; D2 antagonist = nt; D2 PAM = 1
# CCOc1cc(S(=O)(=O)N2CCOCC2)ccc1F reads D1 agonist = 0; RXFP1 antag = -4; TRHR enhancer = 4; D1 antag = 2; RXFP1 ag = 2.8%; D1 potentiator = -3; D2 agonist = -0.3; D2 antagonist = -3; D2 PAM = -3
# COc1ccc(C(=O)O/N=C(\N)c2ccc(OC)c(OC)c2)c(OC)c1 reads D1 agonist = 0; RXFP1 antag = -4; TRHR enhancer = -19; D1 antag = 5; RXFP1 ag = -0.1%; D1 potentiator = 0; D2 agonist = -0.4; D2 antagonist = -6; D2 PAM = 2

# Additional results:
SMILES,D1 agonist,RXFP1 antag,TRHR enhancer,D1 antag,RXFP1 ag,D1 potentiator,D2 agonist,D2 antagonist,D2 PAM
NC(N)=NS(=O)(=O)c1ccc(NC(=S)NC(=O)c2ccncc2)cc1,0,-11,-4,4,-0.5%,-9,-3.0,-7,nt
CCOc1ccc(NC(=O)CN(C)CC(=O)Nc2ccccc2C#N)cc1OCC,2,-3,-2,1,-0.2%,-5,-0.6,10,-8
CC(C(=O)Nc1c2c(cc3c1CCC3)CCC2)N1CCCC1 (configuration not stated),23,-19,6,0,-5.5%,5,-0.7,27,-1
CCc1ccc(C(=O)COC(=O)C2CCN(c3ccc(C(F)(F)F)cn3)CC2)cc1,8,5,-1,-11,0.1%,-12,1.3,-16,-4
CNC(=O)CSc1nnc(-c2ccco2)n1-c1ccc(C)cc1,1,0,14,-5,-2.7%,-2,-0.5,7,-4
CCCCCCCC(=O)N/N=C/c1ccco1,-2,2,-9,16,0.6%,0,-0.8,8,-8
COc1cc(NC(=O)N[C@@H](Cc2ccccc2)C(=O)O)cc(OC)c1,2,8,-7,7,-0.8%,-6,-0.7,7,-10
Nc1ccc(/C=C/C(=O)c2ccco2)cc1,72*,-6,5,7,-0.4%,0,14,4,-12
Cc1c(C(=O)C(=O)NCCc2ccc(S(N)(=O)=O)cc2)c2ccccc2n1C,2,nt,-4,-12,0.5%,-11,0.0,4,2
COC(=O)[C@@H]1C[C@@]2(O)[C@H](O)[C@H](O)[C@H](O)C[C@H]2N1Cc1ccc(C(F)(F)F)cc1,11,nt,-3,-13,-4.5%,4,-0.8,-2,4
Cc1ccc(-c2noc(CCC(=O)N3CCCc4ccccc43)n2)cc1,3,nt,4,22,0.3%,0,0.2,-6,1
CCn1c2c(c3cc(Cl)ccc31)CCCC2=O,3,nt,-8,-3,2.5%,-6,-0.4,-15,-9
O=C(CCCN1C(=O)/C(=C/c2ccccc2)SC1=S)Nc1ccc(O)cc1,4,-2,3,-20,2.3%,-7,2.3,-4,16
CN(CC(=O)Nc1ccccc1C(F)(F)F)C(=O)COc1ccccc1Cc1ccccc1,13,-8,-3,2,-1.6%,0,1.6,-5,1
O=C(COC(=O)CCc1nc2ccccc2c(=O)[nH]1)Nc1ccc2c(c1)OCO2,3,-2,-2,15,5.3%,1,0.3,1,3
CCc1cccc(NS(=O)(=O)c2csc(C(N)=O)c2)c1,5,-7,6,-13,-2.4%,-8,-0.4,-4,-6
Cn1c(=O)[nH]c(=O)c2c1ncn2CCCc1ccccc1,3,-2,20,-12,4.0%,-12,-1.2,-8,1
O=C(NCCN1CCOCC1)c1ccc(N2CCCC2)c([N+](=O)[O-])c1,-3,2,0,2,1.6%,2,-0.2,-5,-3
COc1ccc(-c2cc(C(F)(F)F)nc(NCc3ccc(Cl)cc3)n2)cc1,19,nt,3,1,4.7%,0,4.2,nt,-4
CN(C(=S)Nc1ccc(Oc2ccccc2)cc1)C1CCCCC1,6,9,-6,-33*,-0.2%,0,0.8,-3,5
O=[N+]([O-])c1cccc(CNc2ccc3c(c2)CCC3)c1,2,-21,-3,-5,3.5%,1,1.2,-3,-11
O=C(CN1C(=O)NC(Cc2ccccc2)C1=O)Nc1ccccc1OC(F)F (configuration not stated),2,-8,-8,6,0.1%,-5,0.2,3,2
CC1=C(C(=O)OCc2ccccc2)C(c2ccccc2)NC(=O)N1CCCC(=O)O (configuration not stated),3,nt,6,10,-0.1%,-2,-0.7,12,0
COc1ccc(Nc2nnc(C)c3ccccc23)cc1,4,1,-3,21,7.5%,-1,0.4,-11,8
CN(Cc1ccccc1)c1nc2c(c(=O)n(C)c(=O)n2C)n1CCCc1ccccc1,17,4,-10,-10,2.9%,-10,1.0,0,17
Cc1ccc2[nH]c(=O)c(CN(CCCN(C)C)C(=O)Nc3cccc(Cl)c3)cc2c1,1,-4,3,-40*,0.6%,4,-0.1,-5,-2
Cc1cc(Nc2cc(C(=O)O)ccc2C)n2ncnc2n1,4,6,-1,7,1.2%,nt,-0.2,-19,2
CC(=O)N1CCc2cc(S(=O)(=O)NCCC(=O)Nc3cc(C)cc(C)c3)ccc21,1,11,1,-3,0.8%,1,-0.3,-9,-1
Cc1ccc(NC(=O)CN(C)C(=O)c2ccccc2Cc2ccccc2)cc1,1,-6,-1,7,0.1%,-1,0.2,0,6
CCOC(=O)C1CCN(C/C=C/c2ccccc2)CC1,0,6,-3,4,-1.5%,0,-0.9,-22,-7
COc1ccccc1N1CCN(C2=NS(=O)(=O)c3ccccc32)CC1,10,8,-9,-6,0.5%,-10,-0.3,13,-8
Nn1c(Nc2ccc(Cl)cc2)nncc1=O,2,-10,-2,4,-0.2%,-6,-0.1,-10,4
C=CCn1c(SCC(=O)N2CCCC2=O)nc2sc(CC)cc2c1=O,7,-5,1,4,1.3%,-2,-1.8,4,23
CC(=O)Nc1ccc2c(c1)NC(=O)CC2,-1,-5,2,-18,1.0%,1,1.8,-9,-2
CC(C)(C)OC(=O)NC(Cc1ccccc1)C(=O)N1CCCC1C(=O)O (configuration not stated),4,-7,-4,-8,0.1%,-1,-1.8,-7,0
Cn1c(-c2cccc([N+](=O)[O-])c2)cnc1NCc1cccc([N+](=O)[O-])c1,2,4,-1,1,26%,-5,0.0,17,-8
Oc1[nH]c2ccccc2c1C=Nc1ccc2c(c1)OCCO2,0,-33,1,-11,-1.0%,-3,0.0,-12,0
CCOC(=O)C1=C(CN2CCN(c3ccc(Cl)cc3)CC2)NC(=O)NC1c1ccc(F)cc1 (configuration not stated),-1,-5,0,-2,3.2%,-1,0.0,nt,4
CC(C)(C#N)N([O-])C=C[N+](=O)C(C)(C)C#N,2,-7,-3,3,1.3%,0,-1.8,11,-1
CSc1c(CC(=O)Nc2ccccc2C(F)(F)F)n(Cc2ccccc2)c2ccccc12,-2,-20,-3,7,2.6%,-2,28,-12,-21
O=C(CSc1ccccc1F)NNC(=O)c1ccncc1,1,7,5,5,-1.3%,3,-0.1,-2,6
Cc1cc(C)nc(NC(=O)Cc2cccs2)n1,1,6,1,-10,0.8%,-6,-0.5,20,7
O=[N+]([O-])c1ccc(/C=N/Nc2ccccn2)cc1,1,2,0,-8,-0.3%,6,1.2,4,-2
COc1cc(/C=N\NC(=O)CC(=O)NCCc2ccccc2)ccc1O,2,-26,-14,0,-2.5%,-6,-0.2,9,-4
COc1ccc(CN(C)C(=O)c2ccc(COc3ccccc3)cc2)c(OC)c1,6,-14,0,-6,2.6%,-3,1.0,-5,nt
O=C1c2ccccc2-c2c1cccc2C(=O)N1CCOCC1,0,5,1,0,1.4%,2,-0.4,-2,-14
CCc1c(C)nc2nncn2c1Nc1ccc(Cl)cc1,3,-5,-2,-19,2.5%,0,-0.7,nt,7
O=C(N/N=C/c1ccc[nH]1)c1ccccc1[N+](=O)[O-],0,-4,25,10,0.2%,-2,0.9,-15,-3
CC(C)(C)OC(=O)N1C[C@H](O)C[C@H]1C(=O)OCC(=O)c1ccc([N+](=O)[O-])cc1,-1,19,5,3,-0.8%,0,-0.1,-3,5
Nc1c(C(=O)Nc2cccc(F)c2)nnn1-c1cccc(C(F)(F)F)c1,16&9,-13&-7,19&8,8&6,2.9%&1.2%,-10&-2,2.8&0.9,-10,1&7
C=CCO/N=C/C1C(=O)CC(C)(C)CC1=O,1,-18,-1,-19,-1.2%,-2,0.1,7,-6
